GIRK2 act: activators of NPY4-receptor-primed GIRK2 channels, summary, cell-based, HEK293, thallium flux | 34,000 tested, under 10 active | G protein-activated inward rectifier potassium channel 2 (Homo sapiens), P48051 | activation (% efficacy), % for hits at 37.5 µM | HEK293 GIRK2/NPY4 cells, thallium flux fluorescence | AID 1259324, 2017;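 active means primary screen hit, no activity in plain HEK293 cells, and in GIRK2-only cells above 5% efficacy rising with concentration; inactive means the rest, including fluorescent compounds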;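 further: efficacy is normalized control-subtracted fluorescence 15 s after thallium addition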
Target sequence (P48051 whole entry, looked up): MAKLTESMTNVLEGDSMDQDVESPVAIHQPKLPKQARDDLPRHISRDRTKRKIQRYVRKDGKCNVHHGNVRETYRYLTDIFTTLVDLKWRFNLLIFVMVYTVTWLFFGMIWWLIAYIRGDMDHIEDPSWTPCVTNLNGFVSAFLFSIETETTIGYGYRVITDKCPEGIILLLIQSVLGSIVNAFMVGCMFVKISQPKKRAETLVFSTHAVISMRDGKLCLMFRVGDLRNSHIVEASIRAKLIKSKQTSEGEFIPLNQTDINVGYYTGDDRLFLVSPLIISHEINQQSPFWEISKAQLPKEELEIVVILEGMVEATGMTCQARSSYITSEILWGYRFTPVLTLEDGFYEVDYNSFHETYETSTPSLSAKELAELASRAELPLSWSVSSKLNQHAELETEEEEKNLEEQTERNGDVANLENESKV
Calls only; i = inactive.

smiles,GIRK2 act
COc1ccc(-c2ccc(=O)n(CCCC(=O)Nc3ccccc3F)n2)cc1,i
CCOc1cccc2sc(N(CCN3CCOCC3)C(=O)c3ccc(S(C)(=O)=O)cc3)nc12,i
Cc1c(C(=O)N2CCCC(c3nn(C)c(=O)n3-c3ccccc3)C2)cnn1-c1ccccc1 (stereo not drawn),i
COc1ccc(C(=O)N2CCN(c3nccn3C)CC2)c(OC)c1,i
CCNC(=O)NCCn1nc(-c2ccccc2)n(C)c1=O,i
CCCc1ccc(S(=O)(=O)N2CCN(CCn3nc(C)cc3C)CC2)cc1,i
O=C(NCCn1ncc2c(N3CCCC3)ncnc21)c1ccco1,i
CC(C)CS(=O)(=O)Nc1ccc2c(c1)N(C(=O)C(C)(C)C)CC2,i

Later entries
smiles,GIRK2 act
COc1cccc(C(=O)N2CCC(c3nnc(C(C)C)o3)CC2)c1OC,i
CCOC(=O)C1=C(C)N=c2s/c(=C/c3cn(C)nc3C)c(=O)n2C1c1ccccc1 (stereo not drawn),i
O=C(Nc1nc(-c2ccc(Cc3ccccc3)cc2)cs1)c1ccno1,i
COc1ccc(Cl)cc1NC(=O)c1coc(NC(=O)c2ccsc2)n1,i
O=C(c1ccc([N+](=O)[O-])o1)N(C(=O)N1CCCCC1)c1cccc(Cl)c1,i
COc1ccc(S(=O)(=O)Nc2nc(CCC(=O)N3CCN(c4ccccc4)CC3)cs2)cc1,i
N#CC1(C(=O)NCCC2=CCCCC2)CC1,i
CCOC(=O)N1CCN(C(=O)Cc2csc(NC(=O)c3ccc[nH]c3=O)n2)CC1,i

(continued)
smiles,GIRK2 act
CCOC(=O)c1sc(NC(=O)c2cc(C)no2)nc1-c1ccccc1,i
O=C(c1ccccc1Br)N1CCC(c2nnc(-c3ccc(F)cc3)o2)CC1,i
Cc1ccc(-n2nc3c(c2-n2cccc2)CN(C(=O)c2ccc[nH]c2=O)C3)c(C)c1,i
Cc1cc(C(=O)Nc2ccc(-c3nc4ccccc4[nH]3)cc2)on1,i
Cc1cc(-c2nnc(NC(=O)CSc3ccccc3)o2)nn1C,i
N#Cc1ccc(C(=O)Nc2ccc(CC(=O)NCc3cccs3)cc2)cc1,i
Cc1cc(NC(=O)C(=O)NCC(c2cccn2C)N2CCOCC2)no1 (stereo not drawn),i
Nc1c(C(=O)NCc2ccco2)nnn1-c1cccc(Cl)c1,i

Remaining list, next part
smiles,GIRK2 act
O=C(NCC1CCN(c2ccccn2)CC1)c1cccc(C(F)(F)F)c1,i
Cc1nn(C2CCS(=O)(=O)C2)c(C)c1CC(=O)Nc1ccc(-n2cnnn2)cc1 (stereo not drawn),i
O=C(NCCN1CCN(c2ccccc2F)CC1)C1CCCCC1,i
N#Cc1ccc(C(=O)NCCC(O)c2ccccc2)cc1 (stereo not drawn),i
O=C(NCCn1nc(-n2cccn2)ccc1=O)C1(c2ccccc2)CCOCC1,i
CN1CCC(CNS(=O)(=O)c2ccc(Br)cc2)CC1,i
Cc1ccc(-c2cc(=O)n(CC(=O)NCc3cccnc3)cn2)cc1,i
CC(C)c1nnc(C2CCN(S(=O)(=O)c3ccc4c(c3)CCCC4)CC2)o1,i

(cont.)
smiles,GIRK2 act
O=C(Nc1ccccc1NC(=O)c1ccccc1C(F)(F)F)c1ccsc1,i
NC(=O)c1ccsc1NC(=O)CCCS(=O)(=O)c1ccccc1,i
COc1cc(CSc2nnc(-c3cn(C)nc3OC)n2C)cc(OC)c1,i
Cc1c(C(=O)NCc2ccccn2)nnn1-c1ccc2noc(-c3ccccc3)c2c1,i
CS(=O)(=O)N1CCC(CNC(=O)C2COc3ccccc3O2)CC1 (stereo not drawn),i
CC(C)(C)n1ncc2c(=O)n(CCC(=O)N3CCc4ccccc4C3)cnc21,i
N#Cc1cccc(C(=O)Nc2ccc(-n3nnn(CC(N)=O)c3=O)cc2)c1,i
COc1cc(Nc2c(C#N)cnc3ccc(Cl)cc23)cc(OC)c1OC,i

The list continues.
smiles,GIRK2 act
COc1ccccc1C(=O)NCCNc1ccc(C)nn1,i
Cc1nc(N2CCC(C(N)=O)CC2)nc(NCc2ccccc2)c1[N+](=O)[O-],i
COc1ccc(N2CC(c3nc4ccccc4n3CC(=O)NC(C)C)CC2=O)cc1 (stereo not drawn),i
CC(C)(C)c1ccc(C(=O)NCC(O)c2ccc(C(F)(F)F)cc2)cc1 (stereo not drawn),i
COc1cc(C(=O)N2CCOC(c3ccccc3)C2)cc(OC)c1OC (stereo not drawn),i
CCCc1c(C(=O)Nc2nccs2)nnn1-c1ccc(OC)cc1,i
Cc1nc(-n2cccc2)sc1C(=O)NCc1ccccc1C(F)(F)F,i
O=C(N=C1SC2CS(=O)(=O)CC2N1c1ccccc1)c1cccc([N+](=O)[O-])c1 (stereo not drawn),i

Structures from the list above that contain an aryl thioether with sulfur outside any ring, in the order listed:
smiles,GIRK2 act
Cc1cc(-c2nnc(NC(=O)CSc3ccccc3)o2)nn1C,i
COc1cc(CSc2nnc(-c3cn(C)nc3OC)n2C)cc(OC)c1,i

Continued.
smiles,GIRK2 act
Cc1cc(=O)n(CC(=O)NCc2ccco2)cn1,i
COc1ccc(OCC(O)Cn2c(Cc3ccccc3)nc3ccccc32)cc1 (stereo not drawn),i
COc1cc(OC)c(NC(=O)Cn2cnc3c(-c4ccccc4)csc3c2=O)cc1Cl,i
Cc1ccc(-c2ccc(N3CCN(C(=O)Cc4cccs4)CC3)nn2)cc1,i
O=C(Nc1ccccc1)C1(c2cc(-c3ccco3)on2)CC1,i
O=C(Nc1nc(CC(=O)N2CCN(C(=O)c3ccco3)CC2)cs1)c1ccc(=O)[nH]c1,i
CC(C)Oc1ccc(C(=O)NCC2CCN(S(C)(=O)=O)CC2)cc1,i
CC(C)OC(=O)Cn1nc2ccc(S(=O)(=O)N3CCOCC3)cn2c1=O,i

Further compounds follow.
smiles,GIRK2 act
O=C(NCC1(c2cccs2)CCCC1)c1cc2ccccc2oc1=O,i
COc1cc(OC)cc(C(=O)Nc2nc3ncccc3cc2-c2ccccc2)c1,i
COc1ccc(OC)c(-c2ccc(=O)n(Cc3ccc([N+](=O)[O-])cc3)n2)c1,i
CNc1oc(-c2ccco2)nc1S(=O)(=O)c1ccc(Cl)cc1,i
O=C(c1ccc(F)c(F)c1)N1CCN(c2ccc(-c3ccc(F)cc3)nn2)CC1,i
CC(C)C(=O)Nc1ccc(C(=O)NCCNC(=O)c2ccc(Cl)cc2)cc1,i
CC1CCCN(S(=O)(=O)c2ccc(-c3nc(C#N)c(NCCCN(C)C)o3)cc2)C1 (stereo not drawn),i
COc1ccc(S(=O)(=O)CCC(=O)Nc2nc3ccc4nc(C)sc4c3s2)cc1,i

2 neighbouring compounds out of the list so far, quoted:
smiles,GIRK2 act
O=C(NCC1(c2cccs2)CCCC1)c1cc2ccccc2oc1=O,i
COc1cc(OC)cc(C(=O)Nc2nc3ncccc3cc2-c2ccccc2)c1,i

The main list resumes, starting three compounds before the break.
smiles,GIRK2 act
CC(C)C(=O)Nc1ccc(C(=O)NCCNC(=O)c2ccc(Cl)cc2)cc1,i
CC1CCCN(S(=O)(=O)c2ccc(-c3nc(C#N)c(NCCCN(C)C)o3)cc2)C1 (stereo not drawn),i
COc1ccc(S(=O)(=O)CCC(=O)Nc2nc3ccc4nc(C)sc4c3s2)cc1,i
CCc1ccc2nc(N(CCN3CCOCC3)C(=O)c3cc(C)no3)sc2c1,i
CCOC(=O)C1CCCN(CC(O)COc2ccc3ccccc3c2)C1 (stereo not drawn),i
c1cnc(OC2CCNCC2)nc1,i
COc1ccc(CCC(=O)Nc2ccc3c(c2)N(S(=O)(=O)c2ccc(C)cc2)CCC3)cc1,i
Cc1cc(C)c(S(=O)(=O)N2CCN(CCO)CC2)c(C)c1,i
COc1ccc(S(=O)(=O)N2CCC(C(=O)Nc3cc(C)nn3C)CC2)cc1,i
COc1ccc2nc(-c3ccc(NC(=O)COc4ccccc4)cc3)cn2n1,i
CN(CCO)c1nc(-c2ccc(Cl)cc2)c2ccccc2n1,i

Following part
smiles,GIRK2 act
COc1ccc(NC(=O)C(=O)NCC2CCN(C(C)C)CC2)c(OC)c1,i
NS(=O)(=O)c1ccc(CCNC(=O)COc2ncccn2)cc1,i
O=C(Cc1csc(Nc2ccc(F)cc2)n1)NCC1CCCO1 (stereo not drawn),i
Cn1nc(C2CCCN(C(=O)Nc3ccccc3F)C2)n(-c2ccccc2)c1=O (stereo not drawn),i
O=C(CSc1ccc(NC(=O)c2cccs2)nn1)c1ccc(Cl)cc1,i
CC(=O)c1ccc(NC(=O)CSc2nc3c(-c4ccccc4)c[nH]c3c(=O)n2C)cc1,i
O=C(Cc1csc(Nc2ccccc2)n1)Nc1ccc2c(c1)OCCO2,i
O=C(CCCS(=O)(=O)c1ccccc1)Nc1nc(-c2cccnc2)cs1,i

Additional results follow.
smiles,GIRK2 act
O=S(=O)(Cc1ccccc1)N1CCOC(c2ccc(C(F)(F)F)cc2)C1 (stereo not drawn),i
O=C(Nc1cccc(N2CCCCC2=O)c1)c1cc(Br)ccc1Cl,i
CCOc1ccc(C)cc1S(=O)(=O)Nc1ccc2c(c1)N(C(C)=O)CC2,i
Cc1c(Cl)cccc1NC(=O)Cc1csc(NC(=O)c2ccc[nH]c2=O)n1,i
CCOCC(=O)Nc1ccc2c(c1)CN(C(C)=O)CC2,i
CN(C)S(=O)(=O)NCCCn1nc(-c2ccncc2)ccc1=O,i
Cc1cccc(N2CCN(C(=O)c3ccc4c(=O)n5c(nc4c3)SCC5)CC2)c1,i
COc1ccc(-c2ccc(OCCNS(=O)(=O)c3ccc(OC)cc3OC)nn2)cc1,i

More entries:
smiles,GIRK2 act
O=C(NCCOc1ccc2nnc(-c3ccccc3Cl)n2n1)Nc1ccccc1F,i
CCCOc1ccc(S(=O)(=O)NCC2CCN(C)CC2)cc1,i
Cc1ccc(-c2ccc(=O)n(CC(=O)N3CCCC3)n2)cc1,i
COc1ccc(CNC(=O)C2CCCN(c3cnc4ccccc4n3)C2)cc1 (stereo not drawn),i
Cc1nnc2ccc(N3CCN(S(=O)(=O)/C=C/c4ccccc4)CC3)nn12,i
CC(C)(C)C(=O)CSc1nnc(CCn2ccc(=O)[nH]c2=O)o1,i
Cn1c(C(F)(F)F)nn(CCNC(=O)c2ccco2)c1=O,i
Cc1ccc(S(=O)(=O)N2CCOC(c3ccccc3)C2)s1 (stereo not drawn),i

(next part)
smiles,GIRK2 act
COc1ccc(CCNC(=O)CS(=O)(=O)c2cccs2)cc1OC,i
CCOC(=O)c1oc2ccccc2c1NC(=O)CCCS(=O)(=O)c1ccc(OC)cc1,i
CCCC(CCC)C(=O)Nn1cnc2c(cnn2-c2ccccc2)c1=O,i
CCC(=O)NCCn1nc(-c2ccccn2)n(C)c1=O,i
O=C(/C=C/c1ccco1)N1CCN(c2ccc(-c3cccnc3)nn2)CC1,i
CC(C)(C)C(=O)Nc1sc(SCC(N)=O)nc1-c1ccccc1,i
CCCCOc1ccc(C(=O)Nn2cnc3c(cnn3-c3cccc(Cl)c3)c2=O)cc1,i
Cn1c(=O)[nH]c(=O)c2c1nc(SCCCO)n2CCCOc1ccccc1,i

Continued.
smiles,GIRK2 act
COc1ccc(-c2cc(=O)n(CC(=O)NCCc3c[nH]c4ccccc34)cn2)cc1,i
COCC(=O)N1CCN(c2nccn2-c2ccc(C)cc2)CC1,i
O=C(NCCN1CCOC(c2ccccc2)C1)C(=O)Nc1ccc(F)c(Cl)c1 (stereo not drawn),i
COc1cc(NCCNC(=O)Nc2cc(OC)c(OC)c(OC)c2)nc(OC)n1,i
Cc1cc(C)c(NC(=O)C(=O)NCC2CCN(Cc3ccccc3)CC2)c(C)c1,i
O=C(NCc1cccs1)N1CCC(c2cccs2)CC1,i
O=C(NC1CCCC(O)C1)c1cccc(Cl)c1 (stereo not drawn),i
O=S(=O)(c1cccs1)N1CCC(c2ccsc2)CC1,i

Carrying on.
smiles,GIRK2 act
CSCCC(C)(O)CNC(=O)C(=O)Nc1ccc(C)c(F)c1 (stereo not drawn),i
O=C(NCC1CCN(c2ncccn2)CC1)C1CCC1,i
COc1ccc(-c2cc(CC(=O)Nc3nccs3)no2)cc1OC,i
O=C(NCC1CCN(C(=O)Nc2ccc(F)cc2)CC1)C(=O)Nc1cccc(C(F)(F)F)c1,i
COc1ccc(S(=O)(=O)Cc2nc(-c3ccccc3Cl)no2)cc1,i
Cc1ccc(NC(=O)c2cc(Cl)ccc2[N+](=O)[O-])cc1N1CCCCC1=O,i
O=C(c1cccs1)N1CCc2ccc(NS(=O)(=O)c3ccccc3Cl)cc21,i
CCCc1ccc(OCC(=O)Nc2c(C)cccc2CC)cc1,i

The results go on:
smiles,GIRK2 act
CCCC12CN(C(=O)CC)CC(C)(CN(C(=O)CC)C1)C2=O,i
COc1ccc(C)cc1S(=O)(=O)NCC1CCS(=O)(=O)C1 (stereo not drawn),i
Nc1c(C(=O)N2CCCC2)sc(=S)n1Cc1ccccc1,i
COCCn1c(-n2nc(C)cc2C)nc2c1c(=O)n(Cc1cc(C)ccc1C)c(=O)n2C,i
Cc1ccc(CNC(=O)CSc2nccnc2N2CCSCC2)cc1,i
CC(C)S(=O)(=O)c1ccc(C(=O)Nc2ccc([N+](=O)[O-])cc2)cc1,i
CCn1nccc1C(=O)Nc1nc(-c2cccc3ccccc23)cs1,i
O=C(NCc1cccs1)NCC(c1ccco1)N1CCOCC1 (stereo not drawn),i

Going on with the list:
smiles,GIRK2 act
CCOc1ccc(OCCNC(=O)c2cc(OC)cc(OC)c2)cc1,i
CCc1ccc(NC(=O)CN2CCN(c3nccn3-c3ccccc3F)CC2)cc1,i
CC(Oc1ccccc1)C(=O)N1CCN(CCNC(=O)c2ccsc2)CC1 (stereo not drawn),i
COc1ccc(S(=O)(=O)CCC(=O)Nc2nc3c(C)c(Cl)ccc3s2)cc1,i

Not all compounds are listed. The share of hits here may be higher or lower than overall.
